HEK293 tox: cytotoxic in the GLP-1 receptor inverse agonist counter-screen; HEK293 cAMP-luciferase reporter cells, luminescence, 24 h; Potency, µM (series often up to 38.3 µM), without a hit: top-dose activity change, negative = inhibition, usual class: inhibitors; actives 0.13% (n = 410,000);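 note: loss of luciferase light is scored as toxicity; potency is the fitted concentration of half-maximal effect; % is set by controls: 0 for no effect and ±100 for the full control effect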
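Here, cytotoxicity is scored as loss of luminescence. The MLSMR collection was tested on cells seeded in medium containing 10% Nu serum, with a 24 hr compound exposure preceded by 12 hours of culture.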
GLP1R inv ag: acts as inverse agonist at human GLP-1 receptor; AID 624417; actives 1.6% (n = 410,000); Potency, µM (highest dose often 38.3 µM), for the others: at the top dose activity change, negative = inhibition, actives largely listed as inhibitors; HEK293 GLP-1R CRE-luciferase, luminescence, 24 h; GLP-1R form is constitutively active; note: potency is the fitted concentration of half-maximal effect; % is set by controls: 0 for no effect and ±100 for the full control effect; nearly all actives have a fitted effect of over 55% in size
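Stable HEK293 clone (constitutively active GLP-1R + cAMP-response luciferase); 200 cells/uL plated, 12 h pre-culture, compound 24 hr, 37 deg C/5% CO2; detection reagent 12 min RT; luminescence.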
KB-V1 cytotox: KB-V1 MDR subline cytotoxicity; Potency, µM (titrated, usually from 46.1 µM), for inactives: top-dose activity change, negative = cytotoxicity, hits mostly cytotoxic; KB-V1 MDR cells viability, CellTiter-Glo, 72 h; actives 3.4% (n = 400,000); note: potency is the fitted concentration of half-maximal effect; % is set by controls: 0 for no effect and ±100 for the full control effect; nearly all actives have a fitted effect of over 60% in size
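Cells of the MDR subline KB-V1 are plated, dosed with compound at multiple concentrations, and incubated 72 h at 37 degrees C; CellTiter-Glo is then added and luminescence read after 10 min.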
TDP43 rescue: inhibitors of TDP-43 toxicity in yeast. TDP-43 expressing yeast growth rescue, BacTiter-Glo, 24 h. Potency, µM (highest dose often 46.1 µM), for inactives: at the top dose growth rescue (activation), hits mostly activators. actives 1.8% (n = 410,000); note: potency is the fitted concentration of half-maximal effect; % of control where 0% means no effect; nearly all actives have a fitted effect of over 50% in size
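Growth rescue of TDP-43-toxic yeast measured as ATP luminescence (BacTiter-Glo). Cells grown to mid-log in raffinose, induced in galactose at OD600=0.02, exposed to compound 24 hr at 30 deg C.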
PTHR1 agonist: PTHR1 (human) receptor agonism. AID 743266. Potency, µM (doses to about 115 µM), for inactives: top-dose activation, actives largely listed as activators. HEK293 GP2 PTHR1 cells, GloSensor cAMP luminescence, 1 h. Q03431. actives 0.075% (n = 410,000); note: potency is the fitted concentration of half-maximal effect; nearly all actives have a fitted effect of over 55% in size; some results filed as inactive show a strong effect at the top dose; inactives centre near -15; many of its hits are not listed in these tables
Target sequence (Q03431 whole entry, looked up): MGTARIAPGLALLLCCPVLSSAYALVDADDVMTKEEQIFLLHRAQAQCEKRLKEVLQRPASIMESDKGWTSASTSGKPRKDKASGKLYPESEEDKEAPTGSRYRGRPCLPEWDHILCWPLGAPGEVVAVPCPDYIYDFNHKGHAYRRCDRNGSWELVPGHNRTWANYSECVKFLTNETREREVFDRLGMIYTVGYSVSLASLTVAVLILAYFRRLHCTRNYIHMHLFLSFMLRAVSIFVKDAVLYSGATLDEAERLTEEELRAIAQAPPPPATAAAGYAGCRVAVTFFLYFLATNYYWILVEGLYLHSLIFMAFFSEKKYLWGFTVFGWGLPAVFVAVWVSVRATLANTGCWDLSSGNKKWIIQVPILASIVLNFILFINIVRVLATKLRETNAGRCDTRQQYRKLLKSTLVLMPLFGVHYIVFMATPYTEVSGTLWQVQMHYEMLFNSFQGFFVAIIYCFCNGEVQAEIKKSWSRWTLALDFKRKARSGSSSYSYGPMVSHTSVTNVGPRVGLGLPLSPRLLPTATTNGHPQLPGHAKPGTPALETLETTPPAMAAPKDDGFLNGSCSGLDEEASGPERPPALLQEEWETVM
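HEK-293-derived GP2 cells expressing PTHR1 and a GloSensor cAMP reporter, 3,000/well, plated overnight, given luciferin plus IBMX (each 0.5 mM as added) for 1 h at 37 °C, then compound for 1 h at 37 °C. Luminescence was read after 15 min at room temperature.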
GLP-1R agonist: GLP-1 receptor (human) agonism; Potency, µM (series often up to 45.6 µM), without a hit: at the top dose activation, hits mostly activators; AID 624172; actives 0.007% (n = 380,000); HEK293 GLP-1R CRE-luciferase, luminescence, 4-6 h; cells express a hypersensitive GLP-1R form; note: potency is the fitted concentration of half-maximal effect; % of control where 0% means no effect
D3 antag: blocks the human D3 dopamine receptor | P35462 | D3R cells, DiscoveRx beta-arrestin luminescence, antagonist mode; hits give low values | max response, negative = inhibition, % | actives 2.5% (n = 360,000) | AID 652054; in the data active = max response below about -50%; inconclusive = no clear call, values can overlap the other calls; note: % is set by controls: 0 for no effect and ±100 for the full control effect; mostly tested at two doses, the higher about 12 µM
Target sequence (P35462 whole entry, looked up): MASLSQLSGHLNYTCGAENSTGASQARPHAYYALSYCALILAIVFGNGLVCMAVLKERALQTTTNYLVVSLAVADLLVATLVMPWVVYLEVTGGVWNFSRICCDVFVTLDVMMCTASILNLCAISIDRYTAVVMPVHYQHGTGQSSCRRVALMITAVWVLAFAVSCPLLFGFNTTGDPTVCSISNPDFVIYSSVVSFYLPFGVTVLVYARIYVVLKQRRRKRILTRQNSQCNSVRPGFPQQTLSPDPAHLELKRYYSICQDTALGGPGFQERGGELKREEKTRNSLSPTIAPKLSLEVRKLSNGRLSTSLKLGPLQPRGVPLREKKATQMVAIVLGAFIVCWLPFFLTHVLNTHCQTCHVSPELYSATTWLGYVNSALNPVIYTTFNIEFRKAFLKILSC
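Cells expressing the human receptor were seeded at 1500 cells/well, incubated overnight at 37 degrees C in 5% CO2, then exposed to library compounds with dopamine controls for 90 minutes at 37 degrees C before luminescent detection.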
DRD3 agonist: D3 dopamine receptor (human) agonism. D3R DiscoveRx beta-arrestin cells, luminescence, 90 min. max activation, %. actives 0.58% (n = 410,000). AID 652048; in the data active = max activation above about 30%; note: 0% is about no effect; mostly tested at two doses, the higher about 12 µM
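Cells at 1500/well, incubated overnight, then treated with pinned compounds (dopamine as control) for 90 min at 37 degrees C. DiscoveRx reagent added for 30 - 60 minutes at room temperature; luminescence read.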
aSyn yeast inh: rescues yeast growth from alpha-synuclein toxicity | actives 0.14% (n = 370,000) | Yeast expressing alpha-synuclein, growth rescue, BacTiter-Glo, 24 h | Potency, µM (highest dose often 46.1 µM), for inactives: top-dose growth rescue (activation), usual class: activators; note: potency is the fitted concentration of half-maximal effect; % of control where 0% means no effect; nearly all actives have a fitted effect of over 65% in size
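Readout is rescue of growth in alpha-synuclein-expressing yeast, so inhibitors of toxicity appear as activators. Growth after 24 hr at 30 deg C in galactose medium is quantified by luminescence.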
An asterisk follows results filed as active; i = inactive; u = inconclusive; x = not tested or not shown; & = joins results of further samples; [ ] = another dose, or the depositor's remark. Unless noted, calls come from the whole dose curve; as a rule, active = well fitted curve in the direction sought with a large enough effect; inconclusive = small, poorly fitted or top-dose-only effect, or another doubt; inactive = no such curve, though single readings can be large; an effect the other way counts as inactive or inconclusive.

No.	Structure	HEK293 tox	GLP1R inv ag	KB-V1 cytotox	TDP43 rescue	PTHR1 agonist	GLP-1R agonist	D3 antag	DRD3 agonist	aSyn yeast inh
1	CCOc1ccccc1NC(=O)c1ccc2c(c1)C(=O)N(CC1CCCO1)C2=O (stereo not given)	4%	6%	-26%	14%	-11%	-2%	-16	-3	6%
2	COc1ccccc1NC(=O)c1oc2ccc(C)cc2c1C	21%	1%	-13%	-14%	i	5%	0	-7	-20%
3	COc1ccc(OC)c(NC(=O)CSc2nc(N3CCOCC3)nc(N3CCOCC3)n2)c1	13%	22%	x	u	-13%	-7%	10	-1	7%
4	CN1/C(=C/C=C(/C#N)C(N)=O)C(C)(C)c2ccccc21	-10%	u	u	1%	-9%[57.5 µM]	9%	8	-16	-4%
5	CCc1cccc(Nc2c([N+](=O)[O-])cc(C(=O)N3CC(=O)Nc4ccccc43)cc2[N+](=O)[O-])c1	-6%	13%	-3%	21%	0%	7%	u	-4	-1%
6	CCOC(=O)[C@H]1[C@H]2COc3ccc(C)cc3[C@@H]2N2C(=O)CN(Cc3ccc(Cl)cc3)C(=O)[C@@]12C	-47%	11%	0%	9%	-2%	2%	4	15	2%
7	CCN(Cc1ccccc1)C(=O)c1nc(-c2cccc(F)c2)n2c1CCCCC2	9%	u	-10%	u	-35%[inhibitor]	x	x	-12	x
8	Cc1nn(C(=O)c2ccccc2F)c(C)c1S(=O)(=O)N1CCOCC1	-9%	8%	-3%	23%	25%	-1%	x	6	x
9	CCOc1ncccc1C(=O)NNC(=O)c1csc(N2CCOCC2)n1	16%	-27%	u	0%	i	12%	9	-4	-4%
10	CCN(CC)C(=O)Cn1c(=O)n(CCCCCC(=O)NCc2ccccc2)c(=O)c2sccc21	15%	0%	-15%	-7%	i	x	x	-7	x
11	CCN1C=C(C(=O)OC)C(c2cccc(C)c2)C(C(=O)OC)=C1	x	-15%	0%	3%	i	2%	-10	7	10%
12	COc1ccc(C(C(=O)NCC2CCCO2)N(C(=O)c2snc(C(N)=O)c2N)c2ccccc2C)cc1OC (stereo not given)	-16%	-4%	-18%	-12%	3%	4%	-19	-33	0%
13	O=C(Nc1ccc2nn(-c3ccccc3)nc2c1)c1ccco1	7%	9%	-7%	-6%	-32%	5%	0	-4	-6%
14	Cc1ccc(-n2nc(-c3ccco3)cc2C(=O)O)cc1	-7%	-4%	3%	-8%	i	-2%	-1	-6	4%
15	NC(=O)[C@@H]1CC2(CC(c3cccc(NC(=O)COc4ccc(Cl)cc4)c3)=NO2)CN1C(=O)COc1ccc(Cl)cc1 (stereo not given in full)	-26%	11µM*	6%	-22%	-89%[inhibitor]	-2%	-9	-13	1%
16	CCN(CCCNC(=O)c1cc2c(=O)n(C)c3ccccc3c2s1)c1ccccc1	7%	4%	-8%	5%	-25%	x	x	-15	x
17	COc1cccc(-c2nc(SCC(=O)Nc3ccc4c(c3)OCCO4)c(-c3ccc(C)cc3)[nH]2)c1	-31%	u	u	20µM*	1%	x	x	-1	x
18	CCCN(C(=O)COC(=O)CCOc1ccc(C)cc1)c1c(N)n(Cc2ccccc2)c(=O)[nH]c1=O	6%	2%	-2%	5%	i	-9%	-11	4	1%
19	O=CNc1ccccc1	3%	2%	14%	21%	-3%	0%	15	20	-15%
20	CC12CCC3c4ccc(OCC(=O)O)cc4CCC3C1CCC2=O (stereo not given)	6%	31%[activator]	16%	29%	i	12%	-8	2	13%
21	CCC(CC)C(=O)N(C)c1c(C)nc2c(OCCOc3ccccc3)cccn12	4%	-6%	u	5%	-37%[inhibitor]	-7%	12	5	5%
22	CNC(=O)COC(=O)c1ccc(Cl)c(S(N)(=O)=O)c1	-33%	5%	7%	2%	i	2%	-5	3	1%
23	COc1ccccc1CNS(=O)(=O)CCNC(=O)c1ccccc1	-1%	-4%	-11%	-21%	-19%	9%	-12	-12	-2%
24	COc1ccc(Nc2ccc3cc(S(=O)(=O)N4CCCC4)ccc3n2)cc1OC	-8%	10%	8%	6%	-3%	x	x	3	x
25	CC(NC(=O)C1CCC(C)(C(=O)O)C1(C)C)c1ccccc1 (stereo not given)	2%	-2%	-24%	-4%	i	-8%	1	-2	0%
26	COc1ccc(NC(=O)c2c(C)cc(=O)oc2C)c(OC)c1	-8%	0%	11%	10%	-3%[57.5 µM]	-17%	8	2	2%
27	COc1ccc(NC(=O)CCS(=O)(=O)c2cccc3nonc23)cc1Cl	-15%&1%	8%&-7%	16%&0%	0%&-8%	-67%[inhibitor]	5%&1%	-1	-7&-20	1%
28	CC(C)CC(c1nnnn1CC1CCCO1)N1CCN(Cc2ccc3c(c2)OCO3)CC1 (stereo not given)	20%	-3%	-10%	-10%	u	2%	-21	-9	11%
29	CCC(C(=O)Nc1c(C)cccc1C)n1c(-c2cc(C)cs2)nc2ccccc21 (stereo not given)	-10%	-10%	-21%	0%	-3%	x	-5	-5	-5%
30	O=C(c1cc(=O)c2ccccc2o1)N(Cc1ccccc1)C1CCS(=O)(=O)C1 (stereo not given)	-2%	16%	-5%	4%	-28%	4%	2	0	7%
31	Cc1cccc(N(C(=O)CCC(=O)Nc2cc(C)on2)C(C(=O)NC2CCCC2)c2ccc(C)o2)c1 (stereo not given)	4%	u	-2%	9%	u	6%	5	0	-1%
32	S=C(NCCCN1CCOCC1)N1CCN(c2ccccc2)CC1	-8%	-18%	3%	-5%	i	-16%	0	-3	-8%
33	Cc1ccc(S(=O)(=O)N2CCOCC2)cc1NC(=O)COC(=O)c1cncc(Br)c1	3%	-4%	0%	6%	0%	-5%	22	13	1%
34	Fc1ccccc1CNc1ccc(Cl)cc1	-20%	0%	3%	7%	21%[57.5 µM]	0%	16	12	-20%
35	Cc1oc2ccccc2c1-c1cn2c(n1)SCC2	-9%	0%	u	17%	i	1%	8	-3	2%
36	CCOC(=O)c1c(NC(=O)CSc2nccn2C)sc(C(=O)NC)c1C	15%	87%[activator]	-15%	-12%	i	6%	-1	1	2%
37	CN(C)C(=O)c1cc([N+](=O)[O-])ccc1O	u	13%	u	2%	-19%	-1%	-9	2	1%
38	COc1ccc(CNc2nc(SCC(=O)NCc3ccco3)nc3ccccc23)cc1	5%	-20%	6.5µM*	-16%	-16%	20%	-24	-6	-4%
39	Cc1cc(=O)n(C(C)c2ccccc2)n1C(C)c1ccccc1 (stereo not given)	-15%	-15%	u	0%	-2%	-3%	15	5	12%
40	N#Cc1c2c(c(Nc3ccc(F)cc3)n3c1nc1ccccc13)CCCC2	11%	16%	15%	-15%	-16%	0%	-20	-10	-11%
41	Cn1c(SCC(=O)NC2CCCC2)nnc1-c1ccc(S(=O)(=O)N2CCOCC2)cc1	u	-11%	-8%	-7%	i	-15%	u	1	1%
42	CCCCC(NC(=O)c1ccc(Cl)cc1)C(=O)O (stereo not given)	-1%	1%	-7%	-24%	i	10%	-19	16	0%
43	COC(=O)c1c(C(=O)OC)c(-c2ccc(Cl)c(Cl)c2)n2c1CCC2	-11%	0%	-6%	u	i	8%	10	29	1%
44	O=C(NCCN1CCOCC1)c1c(O)nc2ccccn2c1=O	7%	6%	-8%	-10%	-23%	0%	10	1	0%
45	COC(=O)c1ccc(/C=N/Nc2nc(-c3ccccc3)cs2)cc1	19%	9%	-2%	-20%	i	-20%	-18	5	-6%

6 structures out of the list, sorted by heavy-atom count, descending.
No.	Structure	HEK293 tox	GLP1R inv ag	KB-V1 cytotox	TDP43 rescue	PTHR1 agonist	GLP-1R agonist	D3 antag	DRD3 agonist	aSyn yeast inh
41	Cn1c(SCC(=O)NC2CCCC2)nnc1-c1ccc(S(=O)(=O)N2CCOCC2)cc1	u	-11%	-8%	-7%	i	-15%	u	1	1%
40	N#Cc1c2c(c(Nc3ccc(F)cc3)n3c1nc1ccccc13)CCCC2	11%	16%	15%	-15%	-16%	0%	-20	-10	-11%
43	COC(=O)c1c(C(=O)OC)c(-c2ccc(Cl)c(Cl)c2)n2c1CCC2	-11%	0%	-6%	u	i	8%	10	29	1%
39	Cc1cc(=O)n(C(C)c2ccccc2)n1C(C)c1ccccc1 (stereo not given)	-15%	-15%	u	0%	-2%	-3%	15	5	12%
42	CCCCC(NC(=O)c1ccc(Cl)cc1)C(=O)O (stereo not given)	-1%	1%	-7%	-24%	i	10%	-19	16	0%
37	CN(C)C(=O)c1cc([N+](=O)[O-])ccc1O	u	13%	u	2%	-19%	-1%	-9	2	1%

Source: PubChem (National Center for Advancing Translational Sciences (NCATS))

An excerpt. The share of hits here may be higher or lower than overall.
